CSN inh: CSN deneddylation inhibition. Q92905. Purified CSN, SCF-Nedd8-OG deneddylation, fluorescence polarization. inhibition, % at 12.5 µM. hit rate 0.38% among 360,000. AID 651999;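 active = pattern-corrected inhibition above about 35%, with an unprinted fluorescence ratio check between 0.5 and 1.5, limit read from the data, passing the limit was not always enough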;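 also: 0% = enzyme with substrate and 100% = substrate without enzyme; some results filed as inactive read as strong as hits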
Target sequence (Q92905 whole entry, looked up, one chain of several): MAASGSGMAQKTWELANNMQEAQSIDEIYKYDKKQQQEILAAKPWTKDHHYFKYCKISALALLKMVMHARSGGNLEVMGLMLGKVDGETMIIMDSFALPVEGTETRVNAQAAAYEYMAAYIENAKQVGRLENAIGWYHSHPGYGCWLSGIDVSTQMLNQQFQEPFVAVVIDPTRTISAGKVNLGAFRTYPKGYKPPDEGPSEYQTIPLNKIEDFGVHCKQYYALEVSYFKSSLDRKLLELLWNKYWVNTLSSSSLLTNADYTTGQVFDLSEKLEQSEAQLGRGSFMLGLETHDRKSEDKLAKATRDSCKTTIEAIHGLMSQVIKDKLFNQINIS
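Material: purified human Csn5 enzyme expressed in HEK293T cells / Medium: Tris buffer pH 7.5, NaCl, DTT, Tween-20, trehalose, ovalbumin / Compound dosing: 12.5 µM single point / Schedule: 90 min incubation of compound, enzyme and substrate at room temperature / Signal: fluorescence polarization of the substrate / Control set: no-enzyme wells high, enzyme-with-substrate wells low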
Rin1 Abl inh: human Rin1-Abl interaction inhibition; P00519+Q13671; TR-FRET Rin1/Abl binding, biochemical; inhibition, % at 7.35 µM; hit rate 0.4% among 360,000; AID 588664; in the data active = inhibition above about 5%, passing the limit was not always enough
Rpn11 block: Rpn11 (human) deubiquitinase inhibition. calls only at 20 µM. O00487. human 26S proteasome, Ub4-pepOG fluorescence polarization; 20S core pre-blocked with epoxomicin. hit rate 0.59% among 360,000;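 active = inhibition at 20 µM, scaled to each plate's controls, above about 33%, limit read from the data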
eLon inh: E. coli protease La inhibition. purified E. coli Lon protease, fluorescence polarization. inhibition, % at 7.94 µM. hit rate 0.42% among 360,000; in the data active = inhibition above about 13%, passing the limit was not always enough;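 also: 0% = enzyme with probe and DMSO and 100% = no enzyme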
MsrA inhibitor: inhibits bovine methionine sulfoxide reductase A. inhibition, % at 15.5 µM. hit rate 0.75% among 360,000. purified bovine MsrA, absorbance read-out; in the data active = inhibition above about 4.5%;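 also: 0% = vehicle wells with enzyme and 100% = reference inhibitor wells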
FAS TE block: inhibitors of human fatty acid synthase thioesterase domain. P49327. recombinant FAS-TE, OMFH fluorogenic substrate, fluorescence endpoint. inhibition, % at 15 µM. hit rate 0.67% among 360,000. AID 602261;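 active = compounds whose normalised, plate-corrected inhibition of enzyme fluorescence in the single-dose primary screen is 50% or more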;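 also: 0% = DMSO with enzyme and 100% = substrate without enzyme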
bovine MsrA act: bovine methionine sulfoxide reductase A activation. AID 602163. purified bovine MsrA, absorbance read-out. hit rate 0.3% among 360,000. activation, % at 10.6 µM; in the data active = activation above about 7.5%;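 also: 0% = vehicle and 100% = reference activator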
PABP1 MLLE inh: inhibitors of microRNA-mediated deadenylation, human PABP1 MLLE binding; P11940; GST-MLLE / FITC-PAM2 fluorescence polarization; inhibition, % at 20 µM; hit rate 0.36% among 360,000; AID 588489; in the data active = inhibition above about 35%, passing the limit was not always enough;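 also: plate controls were DMSO wells with GST-MLLE for no effect and wells lacking GST-MLLE protein for full effect; some results filed as inactive read as strong as hits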
Target sequence (P11940 whole entry, looked up): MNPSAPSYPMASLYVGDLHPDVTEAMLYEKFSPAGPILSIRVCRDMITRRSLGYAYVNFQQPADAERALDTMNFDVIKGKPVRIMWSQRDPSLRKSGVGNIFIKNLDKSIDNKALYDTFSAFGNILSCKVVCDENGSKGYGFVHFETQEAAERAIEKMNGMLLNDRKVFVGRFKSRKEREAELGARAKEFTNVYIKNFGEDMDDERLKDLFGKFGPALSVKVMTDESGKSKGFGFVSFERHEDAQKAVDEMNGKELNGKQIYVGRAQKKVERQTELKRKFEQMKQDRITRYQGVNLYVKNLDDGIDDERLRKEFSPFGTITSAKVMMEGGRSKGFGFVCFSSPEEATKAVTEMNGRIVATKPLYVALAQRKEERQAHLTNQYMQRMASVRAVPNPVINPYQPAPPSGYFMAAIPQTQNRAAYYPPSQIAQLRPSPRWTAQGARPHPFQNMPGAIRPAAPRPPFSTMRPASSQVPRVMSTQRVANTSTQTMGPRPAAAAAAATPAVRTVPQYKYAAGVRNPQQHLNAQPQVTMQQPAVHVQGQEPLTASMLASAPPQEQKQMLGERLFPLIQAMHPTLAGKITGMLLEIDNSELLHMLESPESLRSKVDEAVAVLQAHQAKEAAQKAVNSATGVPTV
MT1-MMP act inh: blocks activation of human MT1-MMP; P50281; HT1080 RFP-PRO-GFP cells, GFP/RFP ratio fluorescence, overnight; percent of plate control window, DMSO zero; GFP/RFP ratio change, % at 20 µM; hit rate 0.061% among 360,000; AID 651647;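 active = GFP/RFP ratio change of at least 30% with cell ATP level not reduced by more than half and red fluorescence within 50% of control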; also: strong numbers were not always called active
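Assay system: HT1080 RFP-PRO-GFP cells. Benchmarks: DMSO vehicle wells and RFP-L50D-GFP reporter cell wells. Times: overnight cell settling, then overnight compound exposure, 37 °C, 5% CO2. Compound: 20 µM single dose, 1% DMSO. Read-out basis: GFP/RFP fluorescence ratio.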
Starred values were filed as active, the others as inactive; i = inactive; . = no result given.

SMILES	CSN inh	Rin1 Abl inh	Rpn11 block	eLon inh	MsrA inhibitor	FAS TE block	bovine MsrA act	PABP1 MLLE inh	MT1-MMP act inh
Cc1ccc2c(C)c(C(=O)N(C)C(C)c3ccon3)oc2c1C (centres undefined)	4.1	-2.1	i	-1.9	-0.1	4.2	-3.9	2.1	-3.7
O=C(C[n+]1ccccc1)Nc1cc(C(F)(F)F)ccc1Cl	2.5	3.6	i	-1.0	0.1	-7.7	-0.1	-5.0	-1.0
CCCCn1c(SCC(=O)N2CCOCC2)nnc1-c1cccs1	-1.0	0.1	i	-2.1	.	-8.9	-9.6	-7.1	-1.9
CCOc1cc(N2CCOCC2)c(OCC)cc1NC(=O)CN1C(=O)NC2(CCCCC2C)C1=O (centres undefined)	-0.9	-0.1	i	-3.6	-0.1	-3.1	-1.1	-5.7	-3.6
O=C1[C@@H]2Cc3c([nH]c4ccccc34)C(c3cccc(Br)c3)N2C(=O)CN1C1CCN(Cc2ccccc2)CC1 (some centres undefined)	4.4	2.1	i	-18.2	0.1	26.7	-0.4	-8.6	4.2
CC(Oc1cccc(Cl)c1)C(=O)Nc1ccccc1N1CCCC1 (centres undefined)	-1.1	5.2	i	0.9	1.1	8.1	-8.2	4.9	-3.3
O=[N+]([O-])c1nn(-c2ccc3c(c2)OCCO3)n(O)c1=Nc1ccccc1	-0.1	-5.3	i	11.5	0.1	-4.2	-3.2	-5.8	-0.5
O=C(CCc1nnc(Cc2cccc(C(F)(F)F)c2)o1)NCC(F)(F)F	-3.9	-1.8	i	-4.6	-0.6	-9.3	-2.9	-3.2	2.0
CCOC(=O)c1c(NC(=O)c2cccs2)sc(C(=O)N2CCOCC2)c1C	-1.6	-1.3	i	-13.1	-1.6	7.6	-4.7	-6.2	2.4
COc1ccc(NC(=O)Cn2nnc(-c3ccccc3F)n2)cc1Cl	2.5	2.7	i	-3.7	-1.2	-3.3	-3.5	-2.4	0.1

6 compounds picked at random from the list so far:
SMILES	CSN inh	Rin1 Abl inh	Rpn11 block	eLon inh	MsrA inhibitor	FAS TE block	bovine MsrA act	PABP1 MLLE inh	MT1-MMP act inh
O=C(C[n+]1ccccc1)Nc1cc(C(F)(F)F)ccc1Cl	2.5	3.6	i	-1.0	0.1	-7.7	-0.1	-5.0	-1.0
CCOC(=O)c1c(NC(=O)c2cccs2)sc(C(=O)N2CCOCC2)c1C	-1.6	-1.3	i	-13.1	-1.6	7.6	-4.7	-6.2	2.4
O=[N+]([O-])c1nn(-c2ccc3c(c2)OCCO3)n(O)c1=Nc1ccccc1	-0.1	-5.3	i	11.5	0.1	-4.2	-3.2	-5.8	-0.5
CCCCn1c(SCC(=O)N2CCOCC2)nnc1-c1cccs1	-1.0	0.1	i	-2.1	.	-8.9	-9.6	-7.1	-1.9
COc1ccc(NC(=O)Cn2nnc(-c3ccccc3F)n2)cc1Cl	2.5	2.7	i	-3.7	-1.2	-3.3	-3.5	-2.4	0.1
CC(Oc1cccc(Cl)c1)C(=O)Nc1ccccc1N1CCCC1 (centres undefined)	-1.1	5.2	i	0.9	1.1	8.1	-8.2	4.9	-3.3

(listing goes on)
SMILES	CSN inh	Rin1 Abl inh	Rpn11 block	eLon inh	MsrA inhibitor	FAS TE block	bovine MsrA act	PABP1 MLLE inh	MT1-MMP act inh
CSc1nnc(Cc2sc(-c3ccccc3)nc2-c2ccccc2)o1	4.0	-3.9	i	2.1	-0.6	14.3	-9.1	-8.9	-1.3
CCOC(=O)[C@H]1[C@H]2COc3ccccc3[C@@H]2N2C(=O)CNC(=O)[C@@]12C	-3.0	1.0	i	16.6	1.1	-13.3	-8.6	2.9	-0.9
Cc1ccc(CCNC(=O)C2CCCN(C(=O)c3cc4sccc4n3C)C2)cc1 (centres undefined)	-3.7	0.0	i	5.8	0.2	4.8	-0.3	1.1	0.6
Cc1cccc(/C=C2\Sc3ccc(C(=O)N4CCC(C)CC4)cc3N(C)C2=O)c1	-1.9	-3.2	i	6.9	1.5	18.0	-0.6	2.5	-6.4
Cc1cc(C(=O)Nc2cccc3ncccc23)no1	0.0	-0.6	i	-5.3	0.8	-8.2	-4.1	-6.2	-4.1
O=C(COC(=O)/C=C/c1ccccc1)NCCNC(=O)COC(=O)/C=C/c1ccccc1	2.7	2.3	i	1.5	-1.4	-5.3	-1.4	3.0	-2.7
Cc1ccc(C)c(S(=O)(=O)N2CCN(CC(=O)Nc3ccc4c(c3)OCCO4)CC2)c1	0.1	-4.4	i	-2.0	-0.2	4.3	5.9	-5.9	-0.8
Cn1cc(C(=O)c2cccc(Cl)c2Cl)cc1C#N	-6.3	0.6	i	-4.3	0.6	16.7	-6.2	5.4	1.3
Cc1ccc(C)c(N2CC(C(=O)O)CC2=O)c1 (centres undefined)	-2.9	0.5	i	4.0	-1.1	-4.4	-14.2	7.2	-4.3
O=C(Nc1ccc(F)cc1)C1CCCCC1	0.7	-1.9	i	-2.7	0.1	-4.8	-0.8	8.3	-0.2
O=C(O)C(Cc1ccccc1)NC(=O)C(c1ccccc1)c1ccccc1 (centres undefined)	2.0	-2.7	i	7.4	0.0	-2.9	-0.6	-4.4	-2.1
CCc1ccc(S(=O)(=O)Nc2ccc(N3CCN(C)CC3)cc2)cc1	-0.3	0.1	i	-0.3	1.0	-1.5	-5.3	-3.7	1.3
CCCOc1ccc(C(=O)N/N=C/c2ccc(-c3ccc(S(=O)(=O)Nc4ncccn4)cc3)o2)cc1	3.9	0.2	i	8.2	4.2	-9.9	-0.8	-13.8	-4.7
O=C1CCC(CCC(=O)N2CCCC(C(=O)c3ccc4c5c(cccc35)CC4)C2)=NN1 (centres undefined)	1.7	0.6	i	-1.5	0.0	-10.4	-9.7	15.8	5.1
CCOC(=O)c1ccc(NC(=O)CSc2nc(C)cc(=O)[nH]2)cc1	9.7	0.4	i	-8.5	.	-5.3	-3.9	-7.0	-0.7
COc1cc(/C=N/NC(=O)C(C)Nc2n[nH]c(=O)[nH]c2=O)cc(OC)c1O (centres undefined)	0.3	-0.8	i	-7.2	1.0	-9.8	-5.6	20.9	-0.7
Cc1ccc(Cc2c(-c3ccccc3)nc3cc(C)c(Br)c(C)n23)cc1	-2.6	0.6	i	3.1	0.0	14.9	-4.9	4.2	-0.6
N#Cc1ccc(C(=O)N(Cc2ccco2)c2c(N)n(Cc3ccccc3)c(=O)[nH]c2=O)cc1	-0.9	1.5	i	-13.7	0.0	-5.1	-2.5	-4.8	-3.1
COC(=O)c1cc(OC)c(OC)cc1NC(=O)Nc1cccc(C(C)=O)c1	-7.3	4.0	i	10.2	2.0	-2.1	-2.8	-10.4	4.9
Cc1nc2sc(C(c3ccco3)N3CCOCC3)c(O)n2n1 (centres undefined)	4.0	-3.3	i	-6.4	0.8	-4.3	-3.2	11.9	-6.7
O=c1cc(CN2CCN(c3cccc(Cl)c3)CC2)c2cc(O)c(-c3ccccc3)cc2o1	-3.1	2.5	i	1.3	0.6	-2.2	-1.2	-0.4	-5.8
O=C(CC1S/C(=N/N=C2CCCCCC2)NC1=O)Nc1ccccc1F (centres undefined)	-3.8	-2.1	i	-1.3	1.0	-1.0	-2.8	-18.4	-2.2
O=S(=O)(Nc1nc2ccc(S(=O)(=O)N3CCCCC3)cc2s1)c1ccccc1	1.9	-1.4	i	13.1	-0.6	-8.4	-3.5	-4.4	-2.1
Cc1cccc2sc(NC(=O)CSc3cn[nH]n3)nc12	-3.6	1.1	i	-4.2	0.5	-58.6	-2.3	-9.0	3.2
COc1ccc(-c2csc(NC(=O)CSc3nnnn3C)n2)c(OC)c1	1.0	1.8	i	-17.2	-0.3	-2.8	-4.0	2.0	4.1
Cc1nc(-c2ccc(Cl)cc2)sc1C1(C)CC(c2ccccc2F)=NO1 (centres undefined)	-1.5	-0.2	i	-13.2	-0.7	15.6	-2.6	4.2	1.0
CC(C)(C)c1cccc(C2(O)C(=O)c3ccccc3C2=O)c1O	-1.7	0.1	i	-0.2	1.4	2.3	-1.9	5.4	0.2
COc1ccc(C2=NN(C(=O)CN3CCCCC3)C(c3ccc(C)cc3)C2)cc1 (centres undefined)	-1.4	1.2	i	3.0	-0.5	1.9	-1.8	-11.1	0.6
CCCCOP(=O)(c1ccc(N(C)C)cc1)C(O)c1cccnc1 (centres undefined)	-7.8	0.6	i	-0.4	-0.6	-9.1	0.9	-15.4	0.9
CSc1ccc(C2C(C#N)=C(N)Oc3cc4c(cc32)OCO4)cc1 (centres undefined)	2.6	1.4	i	1.4	2.3	33.3	-10.9	-17.6	-3.8
CC(Nc1cccc([N+](=O)[O-])c1)C(=O)Nc1ccc(S(=O)(=O)N2CCCC2)cc1 (centres undefined)	-2.2	-1.5	i	9.4	0.2	16.2	-1.1	-0.6	5.6
Cc1ccc(NC(=O)C2CCN(C(=O)c3ccco3)CC2)cc1C	1.0	-0.3	i	-5.9	-0.6	-5.4	-7.9	7.7	0.7
C[C@H]1CN=C(N(C)C)N1CCc1ccccc1	-1.7	4.2	i	-7.8	-0.8	-12.0	-2.8	5.8	-2.2
CCCCC(c1nnnn1CCOC)N1CCN(c2cccc(OC)c2)CC1 (centres undefined)	-4.9	5.2	i	-11.2	-0.9	-6.8	-8.4	3.4	0.4
NC(=O)NC(=O)COC(=O)c1ccccc1Oc1ccccc1	-7.0	0.3	i	-8.8	-0.8	-1.5	-0.5	-24.1	-3.2
CCn1c(SCC(=O)NCc2cccs2)nc2c1c(=O)n(C)c(=O)n2C	4.8	1.0	i	2.6	0.5	-8.5	-4.6	13.4	2.5
COC(=O)c1ccc(Cl)c(NC(=O)CN2CCN(C)CC2)c1	4.5	-1.9	i	-5.6	1.1	-7.4	-2.7	3.6	3.4
COCCCNC(=O)c1ccc(S(=O)(=O)c2ccc(Cl)cc2)c(NC(C)=O)c1	0.5	0.9	i	1.1	-0.8	-5.2	-1.8	15.0	-0.8
O=C(NCc1ccco1)c1ccc(-c2ccc(Cl)cc2)o1	-3.5	-1.0	i	1.2	1.4	20.5	-14.7	11.2	1.2
NS(=O)(=O)c1ccc(CCNC(=O)c2ccccc2[N+](=O)[O-])cc1	-16.4	0.7	i	7.1	0.9	-10.8	-0.7	2.5	1.2
Cc1cc(C)c(NC(=O)C2=CCN(S(=O)(=O)c3ccc(F)cc3)CC2)c(C)c1	1.5	-1.8	i	-1.0	-0.7	1.3	-0.9	-3.2	-5.8
Cc1cccc(NS(=O)(=O)c2cc([N+](=O)[O-])ccc2C)n1	-4.2	0.5	i	3.8	4.3	0.4	-2.1	-16.0	0.4
CN(Cc1nccs1)C(=O)C1CCC(=O)N(CCc2ccc(Cl)cc2)C1 (centres undefined)	-2.9	-3.3	i	-1.2	2.4	-0.5	-2.6	4.9	-1.1
Cc1ccccc1NC(=O)c1ccccc1	-2.6	1.4	i	1.5	-0.3	-8.1	1.4	2.9	-3.4
Cn1c(=N)n(CC(=O)c2cccs2)c2ccccc21	-3.1	4.8	i	0.4	-1.0	-9.9	-8.3	2.4	6.2
COc1ccc(CC(=O)Nc2ccc(-c3ccc4nnc(C)n4n3)cc2)cc1OC	0.1	-11.8	i	-5.5	0.7	-3.6	-4.4	3.0	15.4
Cc1ccc(N2C(=O)CC(C)(C)CC2=O)cc1Cl	0.0	-0.7	i	-3.6	0.6	-7.4	2.4	5.0	-0.8
C/C(=N/N=C1\SCC(=O)N1c1ccccc1)c1ccc(C)cc1	-2.8	0.4	i	-3.1	-0.6	-6.1	-2.6	-10.6	-0.9
